Peg3 promoter = Peg3 promoter-driven luciferase inhibitors, primary screen, cell-based, HeLa, luciferase luminescence | AID 588405, 2011 | HeLa PEG-Prom luciferase reporter, overnight | inhibition, % at 20 µM | 1.7% of 360,000 active;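 active means inhibition of at least 50% at 20 µM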
Vif imaging = HIV Vif self-association inhibitors, primary screen, imaging, HEK293T, single point; inhibition, % at 7.49 µM; 0.35% of 340,000 active; AID 602346, 2012; HEK293T cells, Vif self-association by quenched fluorescence, 24 h; in the data active means inhibition above about 50%, passing the limit was not always enough; further: some results filed as inactive read as strong as hits
NR2E3 ag-1 = inhibitors of NR2E3-RetCOR corepressor binding, primary screen, NR2E3 agonist project, biochemical, TR-FRET, GST-NR2E3, biotin-RetCOR. 1536-well. inhibition of corepressor binding, % at 4.78 µM. AID 2300, 2010. Photoreceptor-specific nuclear receptor (Homo sapiens), Q9Y5X4. 0.12% of 320,000 active;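 active means percent inhibition above the cutoff of mean plus 3 SD of all tested compounds, set per screening campaign, cut at about 20% in these data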;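 further: 0% = DMSO wells and 100% = biotin wells as full block of FRET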
Target sequence (Q9Y5X4 whole entry, looked up): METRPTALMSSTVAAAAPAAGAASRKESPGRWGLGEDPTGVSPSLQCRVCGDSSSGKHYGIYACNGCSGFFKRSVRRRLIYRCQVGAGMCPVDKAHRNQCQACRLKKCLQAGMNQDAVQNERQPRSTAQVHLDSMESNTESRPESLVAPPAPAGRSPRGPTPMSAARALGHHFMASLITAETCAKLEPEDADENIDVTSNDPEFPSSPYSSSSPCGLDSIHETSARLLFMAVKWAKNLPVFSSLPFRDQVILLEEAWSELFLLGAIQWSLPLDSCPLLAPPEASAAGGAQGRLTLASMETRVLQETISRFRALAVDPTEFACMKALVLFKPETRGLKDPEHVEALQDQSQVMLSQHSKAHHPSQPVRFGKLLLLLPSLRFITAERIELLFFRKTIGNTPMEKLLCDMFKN
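Material: NR2E3–RetCOR corepressor complex | Quantity: 1.35 nM GST-tagged NR2E3 final | Schedule: 5 h at 4 °C | Replication: Singlicate compound wells | Reagent: RetCOR corepressor, biotinylated, 7 nM | Controls: Biotin wells as high control, 0.6% DMSO wells as low control | Signal: TR-FRET, Eu(K)-anti-GST donor, streptavidin-D2 acceptor, ex 340, em 617/671 nm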
aDG glyco act = activators of alpha-DG glycosylation, primary screen, uHTS, Pro5-aDG cells, AlphaScreen. alpha-DG glycosylation AlphaScreen (IIH6); 0% Pro5, 100% B10-LARGE cell signal. activation, % at 10 µM. 0.22% of 360,000 active. AID 624168, 2012;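 active means activation of at least 8% versus controls, or a plate z-score of at least 8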;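 further: Pro5 are CHO cells carrying HIG-tagged alpha-DG that lacks glycosylation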
PDI turbidity = inhibitors of human PDI, primary screen, biochemical, turbidity, single point, plate reader | 0.052% of 350,000 active | inhibition, % at 10 µM | PDI insulin aggregation turbidity, A650, 90 min;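 active means mean inhibition across replicates of 30% or more, whatever share of single replicates reach that level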;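 further: absorbance from insulin aggregation driven by PDI reduction with DTT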
Target sequence (P07237 whole entry, looked up): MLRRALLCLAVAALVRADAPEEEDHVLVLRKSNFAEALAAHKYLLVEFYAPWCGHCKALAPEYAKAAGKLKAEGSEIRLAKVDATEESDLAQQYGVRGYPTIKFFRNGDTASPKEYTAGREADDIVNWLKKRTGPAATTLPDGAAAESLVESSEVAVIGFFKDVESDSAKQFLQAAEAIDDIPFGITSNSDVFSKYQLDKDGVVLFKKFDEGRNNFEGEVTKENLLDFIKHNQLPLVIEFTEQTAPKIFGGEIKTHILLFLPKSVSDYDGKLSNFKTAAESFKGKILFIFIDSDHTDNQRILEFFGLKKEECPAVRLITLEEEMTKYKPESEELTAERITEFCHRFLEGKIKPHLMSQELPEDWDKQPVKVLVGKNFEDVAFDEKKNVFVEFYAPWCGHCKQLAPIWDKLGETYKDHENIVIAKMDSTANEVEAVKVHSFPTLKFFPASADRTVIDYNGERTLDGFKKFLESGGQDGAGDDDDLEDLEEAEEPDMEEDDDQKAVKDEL
CaV13 ICDI inh = Disruptors of the CACNA1D IQ motif to Ca2+-dependent inactivation inhibitor domain association, primary screening, Förster resonance energy transfer in intact living …. HEK cells, CFP/YFP FRET ICDI-IQ, plate reader, 10 min; percent FRET-ratio fall versus neutral wells. inhibition, % at 12.3 µM. 0.098% of 340,000 active;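 active means mean replicate inhibition of at least 30% and at least 1% of replicates passing that level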;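 further: 0% = median of the neutral control wells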
hiPSC survival = enhancers of single-cell hiPSC survival, primary screen, ATPlite luminescence; 100% = ROCK inhibitor wells, 0% = DMSO; 0.044% of 360,000 active; AID 602274, 2012; survival enhancement, % at 20 µM; in the data active means survival enhancement above about 18%;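 further: cells exposed to compounds for 16 hours before the ATP read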
NR2E3 ag-2 = NR2E3 agonists in two-hybrid cells, primary screen, cell-based, luminescence, CHO-S, Gal4-NCOR/VP16-NR2E3; luciferase; inhibition of corepressor binding, % at 3.98 µM; 0.35% of 360,000 active; AID 602229, 2012;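 active means inhibition above the mean of all tested compounds plus 3 SD, cut at about 70% in these data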;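 further: 0% = DMSO with NR2E3 transfected cells and 100% = cells lacking NR2E3 construct; higher means lower luciferase signal from less NR2E3 corepressor binding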
HIF-2a block = HIF-2a reporter inhibitors, primary screen, luminescence, 786-0 RCC cells; inhibition, % at 18.8 µM; 786-0 RCC cells HIF-2a reporter, luciferase luminescence, overnight; 0.72% of 360,000 active;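 active means inhibition of the luminescence signal of 40% or more relative to plate controls, in a single-dose primary screen at 18.75 µM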
Granule exo inh = LAMP-1 surface exposure blockers, TALL-104 cells – cell-based, flow cytometry, MLPCN library, primary screen | TALL-104 LAMP-1 surface exposure; cells stimulated with thapsigargin and PMA | inhibition, % at 10 µM | 0.66% of 360,000 active;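 active means inhibition above about 55%, limit read from the data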
TRPM1 prom inh = inhibitors of MITF-dependent TRPM1 promoter reporter, primary screen, cell-based, SK-MEL-5, single point, luciferase. SK-MEL-5 TRPM1 promoter luciferase, 24 h. 0.83% of 330,000 active. inhibition, % at 12.5 µM. AID 488899, 2010;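 active means mean inhibition across replicates of 60% or more, whatever share of single replicates reaches that level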; further: values of inactives mirror those of a sister screen read the other way
Starred values were filed as active, the others as inactive; / = not tested or not shown.

#	Structure	Peg3 promoter	Vif imaging	NR2E3 ag-1	aDG glyco act	PDI turbidity	CaV13 ICDI inh	hiPSC survival	NR2E3 ag-2	HIF-2a block	Granule exo inh	TRPM1 prom inh
1	CC1CCC(NC(=O)c2cnccn2)CC1 (stereo unspecified)	-34	2	0	0.0	-3	/	-0.4	-25	-13	1	-23
2	CCOC(=O)[C@@H]1[C@H]2COc3ccccc3[C@H]2N2C(=O)N(c3cccc(Cl)c3)C(=O)[C@@]12C	14	-4	5	-0.2	-6	/	-2.5	24	28	-8	9
3	COc1ccc(/C=C(/NC(=O)c2ccccc2)C(=O)N/N=C/c2ccc3c(c2)OCO3)cc1OC	-24	8	/	-0.2	-25	-5	0.0	-13	-19	-2	-26
4	Cc1cc(C)c(NC(=O)CCn2nnc3ccccc32)c(C)c1	-7	-3	3	-0.3	-8	-6	-1.2	0	2	1	-1
5	CCCn1nc(NC(=O)c2ccncc2)c2cc3ccccc3nc21	4	-4	-7	-0.1	-2	-5	0.1	7	8	-4	3
6	O=C(O)/C(=C\c1ccc(Cl)c([N+](=O)[O-])c1)c1ccc(S(=O)(=O)N2CCCCC2)s1	-3	/	-1	0.0	-2	-2	-1.9	-7	12	-1	-4
7	CCOc1ncccc1C(=O)OCC(=O)Nc1nnc(-c2ccccc2)o1	3	-2	-1	-0.3	4	-4	-0.5	-7	-3	9	4
8	CC(C)(C)c1ccc2cc(F)cc(F)c2n1	-1	-2	/	0.1	/	-8	-0.1	3	7	0	/
9	CC(C)c1ccc(-c2noc(C3CCCN(S(C)(=O)=O)C3)n2)cc1 (stereo unspecified)	-117	-5	-2	0.6	-4	-9	-1.1	-17	-195	-2	-34
10	Cc1c(NC(=O)c2ccc3c(c2)OCO3)c(=O)n(-c2ccccc2)n1C	-4	9	-2	0.0	-10	/	-1.6	-25	6	-2	1
11	CC(OC(=O)CNC(=O)c1ccccc1F)C(=O)Nc1nc(-c2ccccc2)cs1 (stereo unspecified)	-285	1	-3	-0.1	-5	-5	-0.9	-65	-193	0	-41
12	COc1cc([N+](=O)[O-])cc2cc(C(=O)N3CCCC3)c(=O)oc12	1	12	7	-0.2	-5	-3	1.8	25	7	0	7
13	COc1cc(/C=C2/C(=O)NN(c3cccc(C)c3)C2=O)cc([N+](=O)[O-])c1O	9	-22	0	-0.2	3	-4	-0.6	22	11	-4	-4
14	CCN(CC)Cc1cc(C(C)=O)ccc1OCC(C)C	-2	-6	0	0.0	-5	-7	-1.2	-24	9	2	8
15	CSc1nc(SC(C)C(=O)O)c2c3c(sc2n1)COC(C)(C)C3 (stereo unspecified)	8	-2	15	0.0	11	-2	-0.5	14	19	11	5
16	CCn1nnc(NC(=O)C(C)Oc2ccc(Cl)cc2Cl)n1 (stereo unspecified)	5	19	2	0.7	-9	-5	-1.6	-4	4	31	-7
17	CC(C)C(C(=O)Nc1ccncc1)c1ccc(Cl)cc1 (stereo unspecified)	9	-3	4	0.4	2	-6	6.7	35	20	-1	-3
18	Cn1c(N)c(N=Cc2ccccc2)c(=O)n(C)c1=O	3	-2	/	0.0	-7	-11	-1.0	-9	7	0	4
19	Cc1ccc(/C=C/C(=O)N2CCN(c3ccc(F)cc3)CC2)o1	22	-9	0	-0.1	1	-2	-0.1	-14	2	1	-5
20	COc1ccc(N2CCN(S(=O)(=O)c3ccc(Cl)c(C(F)(F)F)c3)CC2)cc1	15	13	-4	-0.2	-6	/	1.4	-12	17	0	2
21	C=C(C)c1ccccc1NC(=O)CCN1C(=O)c2ccccc2S1(=O)=O	-5	10	8	0.0	-1	-3	-0.5	2	-2	-4	-6
22	CCOC(=O)CN1C(=O)N[C@@H](c2ccccc2)C(C(=O)OC)=C1C	-2	16	2	0.6	0	/	3.5	0	15	-5	1
23	Cc1cc(C(=O)Nc2ccc(OCc3ccccc3)cc2)c(C)o1	-182	5	2	2.0	4	-3	-0.4	-50	-291	-7	-63
24	CCOC(=O)c1ccc(NC(=S)Nc2cc(C)cc(C)n2)cc1	-15	0	-2	0.2	1	-5	0.7	12	15	-2	-4
25	Clc1ccc(C2Nc3ccccc3-n3cccc32)cc1 (stereo unspecified)	-39	1	5	0.0	/	-2	4.0	0	-56	-2	8
26	O=C(O)CN1C(=O)/C(=C/c2ccccc2Cl)Oc2ccccc21	-13	4	-1	0.0	2	-17	-0.4	-31	6	-3	7
27	O=C(COC(=O)CCC(=O)c1ccccc1)NNC(=O)c1ccc(Cl)cc1	-4	-14	-1	-0.1	-2	-3	-0.4	-10	9	5	12
28	COc1ccc(NC(=S)NCCCN2CCCC2)cc1	1	3	0	0.3	6	-19	-0.5	25	-3	-1	-7
29	Cc1ccc(Cc2c(-c3ccc(Br)cc3)nc3cc(C)ccn23)cc1	-79	18	/	0.3	-1	-10	-0.9	-97	-286	12	/
30	CN(C(=O)Cn1cnc([N+](=O)[O-])n1)C1CCCCC1	2	5	-1	0.1	-2	-5	0.5	-8	-7	-6	10

Structural class: those above containing four or more nitrogen atoms
#	Structure	Peg3 promoter	Vif imaging	NR2E3 ag-1	aDG glyco act	PDI turbidity	CaV13 ICDI inh	hiPSC survival	NR2E3 ag-2	HIF-2a block	Granule exo inh	TRPM1 prom inh
4	Cc1cc(C)c(NC(=O)CCn2nnc3ccccc32)c(C)c1	-7	-3	3	-0.3	-8	-6	-1.2	0	2	1	-1
5	CCCn1nc(NC(=O)c2ccncc2)c2cc3ccccc3nc21	4	-4	-7	-0.1	-2	-5	0.1	7	8	-4	3
7	CCOc1ncccc1C(=O)OCC(=O)Nc1nnc(-c2ccccc2)o1	3	-2	-1	-0.3	4	-4	-0.5	-7	-3	9	4
16	CCn1nnc(NC(=O)C(C)Oc2ccc(Cl)cc2Cl)n1 (stereo unspecified)	5	19	2	0.7	-9	-5	-1.6	-4	4	31	-7
18	Cn1c(N)c(N=Cc2ccccc2)c(=O)n(C)c1=O	3	-2	/	0.0	-7	-11	-1.0	-9	7	0	4
30	CN(C(=O)Cn1cnc([N+](=O)[O-])n1)C1CCCCC1	2	5	-1	0.1	-2	-5	0.5	-8	-7	-6	10

As entered above:
PDI turbidity, Cc1ccc(/C=C/C(=O)N2CCN(c3ccc(F)cc3)CC2)o1 stands at 1
CaV13 ICDI inh, CC(C)(C)c1ccc2cc(F)cc(F)c2n1 stands at -8
NR2E3 ag-2, COc1ccc(NC(=S)NCCCN2CCCC2)cc1 stands at 25
aDG glyco act, COc1ccc(N2CCN(S(=O)(=O)c3ccc(Cl)c(C(F)(F)F)c3)CC2)cc1 stands at -0.2
PDI turbidity, CCN(CC)Cc1cc(C(C)=O)ccc1OCC(C)C stands at -5

2 of these compounds in a different format:
Order of values: Peg3 promoter	Vif imaging	NR2E3 ag-1	aDG glyco act	PDI turbidity	CaV13 ICDI inh	hiPSC survival	NR2E3 ag-2	HIF-2a block	Granule exo inh	TRPM1 prom inh
12: COc1cc([N+](=O)[O-])cc2cc(C(=O)N3CCCC3)c(=O)oc12
 : 1	12	7	-0.2	-5	-3	1.8	25	7	0	7
26: O=C(O)CN1C(=O)/C(=C/c2ccccc2Cl)Oc2ccccc21
 : -13	4	-1	0.0	2	-17	-0.4	-31	6	-3	7

The results go on:
#	Structure	Peg3 promoter	Vif imaging	NR2E3 ag-1	aDG glyco act	PDI turbidity	CaV13 ICDI inh	hiPSC survival	NR2E3 ag-2	HIF-2a block	Granule exo inh	TRPM1 prom inh
31	CS(=O)(=O)c1ccc(NCCc2ccccn2)c([N+](=O)[O-])c1	-3	23	-3	-0.2	-33	-3	-0.3	-19	-38	-2	-7
32	COCCN(C(=O)COC(=O)/C=C/c1ccc2c(c1)OCO2)c1c(N)n(Cc2ccccc2)c(=O)[nH]c1=O	6	-3	2	-0.3	3	-6	0.3	-36	4	5	8
33	Cc1[nH]n(C(C)(C)C)c(=O)c1Sc1ccc(Cl)cc1	9	-17	2	0.1	4	-5	0.4	12	1	-7	7
34	COc1ccc(C)cc1NC(C)C(=O)NC(=O)NC1CCCCC1 (stereo unspecified)	1	-2	8	-0.3	0	-2	-1.4	-5	13	0	16
35	Cc1[nH]c2ccccc2c1C(=O)CN1C(=O)NC(C)(c2ccc(Cl)cc2Cl)C1=O (stereo unspecified)	31	-10	-1	1.0	0	-2	1.3	12	13	4	-3
36	CC(=O)Nc1c(C)ccc(CNC(=O)COc2cc(C)ccc2C)c1C	3	-10	-2	0.0	3	-5	-1.9	5	10	-3	2
37	Cc1ccc2c(c1)CCCN2S(=O)(=O)c1cccc(C(=O)Nc2ccccc2C(=O)O)c1	18	-6	-4	1.1	-4	/	-0.5	33	-11	-24	5
38	CCOc1ccc(OCC)c(NC(=O)C2CCN(S(=O)(=O)c3c(C)noc3C)CC2)c1	12	-4	0	0.0	9	-4	1.5	-13	9	0	-6
39	Cc1cc2cc3c(cc2nc1SCC(=O)O)OCCO3	0	-3	15	0.0	12	/	1.2	-3	-23	0	5
40	CC1=C/C(=C\C=C(C#N)C#N)N(C)c2ccccc21	-11	7	-13	-0.2	0	-5	-0.4	-9	3	-4	-3
41	CCc1c(C)c2c(C)nn(-c3ccccc3)c2[nH]c1=O	-15	6	1	0.0	-11	-3	0.6	-15	-18	-1	15
42	COc1ccc(C)cc1NS(=O)(=O)c1ccc(NC(=O)CN(c2cc([N+](=O)[O-])ccc2C)S(C)(=O)=O)cc1	64*	-21	-3	1.2	5	-4	2.6	27	18	7	10
43	CCOC(=O)[C@H]1[C@H]2COc3ccc(Br)cc3[C@@H]2N2C(=O)c3cc(F)c(F)cc3NC(=O)[C@@]12C	5	-3	-1	0.4	2	-5	3.6	14	-14	-4	8
44	O=C(CSCc1ccc(F)cc1)NC1CCCC1	-50	-2	1	-0.2	9	/	-0.2	-11	-107	1	-18
45	COc1cccc(C2=NOC(C(=O)Nc3cccc(C(C)=O)c3)C2)c1 (stereo unspecified)	12	-1	1	0.1	2	-5	4.8	-28	12	1	-5
46	COc1cccc(N(C(=O)c2snc(C(N)=O)c2N)C(C(=O)NCC2CCCO2)c2ccc(F)cc2)c1 (stereo unspecified)	10	4	4	-0.1	10	-3	-0.2	5	9	-8	/
47	CN1CCN(C(=O)c2cc3c(c(-c4cccc(-c5cc6ccccc6o5)c4)n2)[C@H](CCO)N(S(=O)C(C)(C)C)C3)CC1 (stereo partly specified)	23	/	/	-0.5	/	-8	-1.1	-13	-30	4	/
48	N=C1S/C(=C\c2ccccc2)C(=O)N1c1ccc(F)cc1	8	4	3	-0.1	6	-18	-0.8	7	11	-3	-11
